Screens deposited in PubChem BioAssay by several laboratories.
GAA850 FXN act = FXN promoter activators, primary screen, cell-based, luciferase luminescence, HEK293 lucGAA850; AID 540364, 2011; 360,000 tested, 0.56% active; HEK293 lucGAA850 FXN promoter luciferase reporter, 24 h; percent of 10 µM SAHA response; activation, % at 6 µM;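 active = activation above the average of all compounds screened plus 3 SD, cutoff fixed separately per campaign, cut at about 7.5% in these data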;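 note: 0% = DMSO wells and 100% = 10 µM SAHA wells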
GC-A act = GC-A stimulated cGMP production enhancers – HEK293 GC-A cells, cGMP TR-FRET, EC30 ANP, primary screen. 370,000 tested, 0.14% active. activation, % at 10 µM. Atrial natriuretic peptide receptor 1 (Homo sapiens), P16066. 0% at EC30 ANP, 100% saturating ANP; in the data active = activation above about 40%
hgDAF-12 ag = H. glycines DAF-12 receptor agonists, primary screen, cell-based, luminescence, HEK293, GAL4 fusion, UAS-luciferase. Nuclear hormone receptor DAF-12 (Heterodera glycines), GAL4 fusion. activation, % at 6.8 µM. 370,000 tested, 1.8% active. HEK293 GAL4-hgDAF12 UAS-luciferase reporter, agonist luminescence; normalized to butyrate control;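 active = activation above a cutoff set at the mean of all screened compounds plus 3 SD, cut at about 10% in these data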;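 note: 0% = DMSO wells and 100% = sodium butyrate wells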
ssDAF12 agonist = S. stercoralis DAF-12 nuclear receptor activators, primary screen, cell-based, luminescence, HEK293, GRIP1 co-expression, lit1-tk-luc | Nuclear hormone receptor DAF-12 (Strongyloides stercoralis) | HEK293 ssDAF-12/GRIP1 lit1-tk-luc reporter; % of 3 µM dafachronic acid response | activation, % at 6.8 µM | 370,000 tested, 1% active | AID 652126, 2013;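 active = activation above the mean over all tested compounds plus 3 SD, cut at about 0.9% in these data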;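 note: 0% = DMSO-only wells and 100% = 3 µM delta7-dafachronic acid wells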
SMARCA2 activ = SMARCA2 (BRM) function activators, primary screen, cell-based, luminescence, high throughput; MG213 cells, MMTV-luciferase reporter, dexamethasone, overnight; activation, % at 9.1 µM; 370,000 tested, 1% active; AID 652017, 2013; in the data active = activation above about 7.8%;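 note: 0% = vehicle wells and 100% = reference activator wells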
NPR2 activator = human GC-B receptor activators, primary screen, HEK293 GC-B cells, cGMP TR-FRET, EC30 CNP | Atrial natriuretic peptide receptor 2 (Homo sapiens), P20594 | 0% at EC30 CNP, 100% saturating CNP | activation, % at 10 µM | 370,000 tested, 0.11% active | AID 1920062, 2024;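 active = activation at 10 µM reaching about 35% in either raw or pattern-adjusted values, limit read from the data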
hcDAF12 agonist = H. contortus DAF-12 nuclear receptor activators, primary screen, cell-based, luminescence, HEK293, lit1-tk-luc reporter | AID 652067, 2013 | 370,000 tested, 1.4% active | HEK293 hcDAF-12 lit1-tk-luc reporter; 0% DMSO, 100% Δ7-dafachronic acid | activation, % at 6.8 µM;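 active = activation above the mean of all tested compounds plus 3 SD, cut at about 5.5% in these data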;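 note: 100% = response to 3 µM Δ7-dafachronic acid high control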
ADAM10 inh = human ADAM10 inhibitors, primary screen, biochemical, QFRET, HTS | inhibition, % at 7 µM | 370,000 tested, 0.62% active | recombinant ADAM10, EDANS/DABCYL FRET peptide cleavage, 3 h;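 active = inhibition above a per-campaign cutoff equal to the mean of compounds falling between control-based bounds plus 3 SD, cut at about 20% in these data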;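 note: 0% = DMSO wells while the 100% control is not disclosed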
Target sequence (O14672 214-748 limits assumed): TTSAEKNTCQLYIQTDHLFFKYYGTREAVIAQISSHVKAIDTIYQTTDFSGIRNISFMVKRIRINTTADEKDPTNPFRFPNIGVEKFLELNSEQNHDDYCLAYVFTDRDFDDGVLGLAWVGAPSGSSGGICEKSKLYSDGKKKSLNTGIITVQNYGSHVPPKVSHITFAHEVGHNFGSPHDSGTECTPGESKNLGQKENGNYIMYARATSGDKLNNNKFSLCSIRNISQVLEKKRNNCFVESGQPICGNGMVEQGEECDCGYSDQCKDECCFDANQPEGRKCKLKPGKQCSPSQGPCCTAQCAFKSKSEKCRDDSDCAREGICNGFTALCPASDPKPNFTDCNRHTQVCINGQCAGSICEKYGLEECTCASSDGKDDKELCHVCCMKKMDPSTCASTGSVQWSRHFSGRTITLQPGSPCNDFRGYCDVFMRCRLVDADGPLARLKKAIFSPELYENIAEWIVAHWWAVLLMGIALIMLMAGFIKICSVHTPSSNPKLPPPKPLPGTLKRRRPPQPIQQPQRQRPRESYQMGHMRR
DAX1 inh-1 = DAX1 (NR0B1) inhibitors on StAR promoter, primary screen, cell-based, luminescence, SF-1 (NR5A1), full-length DAX-1 | inhibition, % at 6.8 µM | HEK293T StAR-luciferase reporter, SF-1/DAX-1 repression relief | AID 652010, 2013 | 370,000 tested, 1.1% active;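 active = inhibition above the mean over all tested compounds plus 3 SD, cut at about 3.6% in these data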;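 note: 0% = DAX-1 cells with DMSO and 100% = cells lacking DAX-1 with DMSO; higher inhibition means more luminescence from relief of DAX-1 repression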
DAX1 inh-2 = DAX1 (NR0B1) inhibitors, primary screen, cell-based, HEK293, Gal4-DAX1, luciferase luminescence; Nuclear receptor subfamily 0 group B member 1 (Homo sapiens), P51843; inhibition, % at 6.75 µM; AID 504766, 2011; HEK293 Gal4-DAX1 luciferase reporter; 340,000 tested, 0.99% active;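 active = inhibition above the mean over all tested compounds plus 3 SD, cut at about 4.2% in these data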;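 note: 0% = DAX1-transfected cells with DMSO and 100% = empty-vector control cells with DMSO; inhibition shows as a rise in luminescence from relieved DAX1 repression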
sPLA2-III inh = human group III sPLA2 inhibitors, primary screen, biochemical, QFRET, BODIPY PC-A2 liposome substrate | 370,000 tested, 0.56% active | inhibition, % at 12.2 µM | QFRET BODIPY PC-A2 liposome hydrolysis, fluorescence;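 active = inhibition above mean plus 3 SD of compounds lying within the high and low control bounds, cut at about 19% in these data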;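 note: 0% = median of test compound wells and 100% = no enzyme DMSO wells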
Target sequence (Q9NZ20 whole entry, looked up): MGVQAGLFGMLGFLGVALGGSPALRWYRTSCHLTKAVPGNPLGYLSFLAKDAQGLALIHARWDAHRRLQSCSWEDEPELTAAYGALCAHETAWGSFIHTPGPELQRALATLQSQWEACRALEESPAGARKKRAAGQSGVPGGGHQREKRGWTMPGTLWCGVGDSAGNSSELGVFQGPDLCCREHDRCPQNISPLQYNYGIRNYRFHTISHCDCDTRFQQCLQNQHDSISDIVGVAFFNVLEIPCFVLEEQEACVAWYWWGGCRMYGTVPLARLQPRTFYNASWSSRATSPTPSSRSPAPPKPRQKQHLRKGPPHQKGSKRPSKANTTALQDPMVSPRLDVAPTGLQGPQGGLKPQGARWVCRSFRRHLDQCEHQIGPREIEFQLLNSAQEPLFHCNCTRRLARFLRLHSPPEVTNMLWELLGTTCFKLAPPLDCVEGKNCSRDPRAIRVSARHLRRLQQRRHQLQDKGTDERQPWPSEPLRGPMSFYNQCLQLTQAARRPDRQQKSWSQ
Numbers without * were called inactive; i = inactive; . = no result given.

SMILES	GAA850 FXN act	GC-A act	hgDAF-12 ag	ssDAF12 agonist	SMARCA2 activ	NPR2 activator	hcDAF12 agonist	ADAM10 inh	DAX1 inh-1	DAX1 inh-2	sPLA2-III inh
CC1CCN(c2oc(-c3ccccc3F)nc2C#N)CC1	-0.4	-1	4.3	-0.9	2	-2	0.9	i	0.1	3.1	3
COc1ccc(C(=O)OCC(=O)c2ccc[nH]2)c(OC)c1	5.1	1	9.3	0.3	5	2	6.7*	-1	0.4	3.8	-2
O=C(CSc1nc2ccsc2c(=O)n1CC1CCC(C(=O)O)CC1)c1ccc(Cl)cc1 (centres undefined)	-0.7	2	-1.9	-1.3	-3	1	-1.7	9	0.5	-0.3	-62
C#CCNC(=O)C[C@H]1C[C@@]2(C(=O)OC)C(=C[C@H](C(C)C)O[C@@H]2C2CC2)N(CCc2ccc(OC)c(OC)c2)C1=O	.	-1	-3.2	-1.2	0	0	-2.1	3	-1.0	.	0
CCn1c(SCC(=O)Nc2ccccc2F)nnc1-c1ccoc1C	-0.7	-3	-1.6	-1.4	-3	-1	-2.0	4	-0.5	-0.6	1
C/C(=N\NC(=O)c1nnn(-c2nonc2N)c1CN(C)c1ccccc1)c1cccc(O)c1	-0.3	2	-1.0	-1.3	-1	2	0.2	-9	0.9	0.3	4
CC(=O)c1ccc(S(=O)(=O)N2CCN(C(=O)C3CCCC3)CC2)cc1	0.3	3	-2.6	-0.9	0	4	-1.1	-15	0.0	-0.4	4
Cc1ccccc1NS(=O)(=O)c1nnc(NC(=O)c2ccccc2F)s1	0.9	-2	0.6	-0.6	-1	-1	0.2	-1	-0.3	1.3	-6
CCOc1ccc(NC(=O)CN(C)C(=O)c2ccccc2SCC(=O)N2CCCC2)cc1OCC	2.0	1	-1.8	-1.1	-2	-3	-1.1	-6	1.9	0.2	-4
O=C(O)c1ccc2c(c1)[C@@H]1C=CC[C@@H]1[C@H](c1ccccn1)N2	3.1	-7	-0.4	-1.4	-5	0	0.8	2	0.8	0.5	-11
Cc1ccc(C(=O)c2cc3ccccc3o2)cc1[N+](=O)[O-]	-0.4	-17	0.8	-0.5	0	-8	-0.6	-1	0.0	-0.3	0
Cc1ccc(SCC(=O)c2cc(C)c(O)c(C)c2)cc1	3.1	-4	2.0	-0.1	-1	0	2.4	-5	-0.2	1.2	-34
CCOc1ccccc1N(CC(=O)N1CCCCCC1)S(=O)(=O)c1ccc(C)cc1	2.5	-8	-3.5	-0.7	0	-2	-2.3	6	-2.8	0.8	1
COc1ccc(Cl)cc1NC(=O)NCCCl	-1.7	4	0.3	-0.8	0	1	-1.5	-5	-0.2	-0.3	1
COC(=O)c1c(NC(=O)c2ccc(Br)s2)sc2c1CCC2	-0.9	-6	-0.6	-0.3	3	-2	2.6	-4	-0.5	0.3	-3
OCC1CCCCN1C(=S)NCc1ccco1 (centres undefined)	-0.2	-1	-1.5	-1.3	-3	-2	-0.3	-2	-0.7	-0.2	9
Cc1c(C(=O)N2CCC2(C)C(=O)O)oc2ccccc12 (centres undefined)	-0.8	2	0.5	0.0	3	2	-0.5	-5	-1.2	.	0
COc1ccc(C(=O)COC(=O)C(CCSC)NC(=O)COc2ccccc2)cc1 (centres undefined)	2.2	0	1.7	-1.0	-2	-8	-0.9	0	0.1	-2.0	-10
CCCCNC(=O)CN1C(=O)C(CC)Oc2ccc(Cl)cc21 (centres undefined)	1.1	-10	1.4	-1.1	-2	-5	0.0	2	-0.6	-0.5	-3
COc1ccc(C(=O)Oc2ccc[nH]c2=O)cc1	-0.1	0	-1.1	-1.0	-2	-5	0.0	-8	-0.2	0.9	2
CC(C)(C)OC(=O)NCCc1nnc(SCc2cccc(Cl)c2)o1	-0.7	-3	0.8	-1.2	-5	0	-0.6	-1	0.4	2.1	-2
Cc1cccc(C(=O)c2c(N)sc3c2CCCC3)c1	-1.9	0	0.6	-0.8	0	1	1.2	-1	-1.1	1.3	3
O=C(NCCCN1CCCC1=O)c1cc(-c2ccc(F)cc2)nc2ccccc12	0.3	-1	-2.6	-1.4	-4	2	2.0	-119	-1.2	1.7	7
Cn1c2c(c(=O)n(C)c1=O)[C@@]1(C(=O)Nc3ccccc31)C(C#N)=C(N)O2	0.1	-6	-4.2	-0.9	-4	-8	1.5	-1	0.2	-0.6	0
CC1CN(S(=O)(=O)c2ccc(NC(=O)c3cc(-c4ccccc4O)n[nH]3)cc2)CC(C)O1 (centres undefined)	1.4	-12	-3.9	-2.1	-7	-10	-2.9	24*	-1.5	-2.1	-52

Further records
SMILES	GAA850 FXN act	GC-A act	hgDAF-12 ag	ssDAF12 agonist	SMARCA2 activ	NPR2 activator	hcDAF12 agonist	ADAM10 inh	DAX1 inh-1	DAX1 inh-2	sPLA2-III inh
CSc1cnn(Cc2ccccc2)c(=O)c1SCc1ccccc1	2.2	-4	1.1	-1.6	1	-10	-1.8	2	0.5	0.5	17
O=C(COc1nnc2ccccn12)N1CCN(S(=O)(=O)c2ccccc2)CC1	0.0	7	-0.2	-0.5	-5	-2	-0.8	-284	-0.9	-0.5	3
COc1ccccc1CNS(=O)(=O)c1cc(-c2cc(C)no2)ccc1C(C)C	0.7	-4	-3.3	-1.4	-1	-4	-2.2	32*	-1.2	-0.5	-17
Cc1cc2nc(-c3ccncc3)cc(C(F)(F)F)n2n1	3.4	-3	1.6	-1.3	-1	6	-1.1	-3	-0.6	-0.1	5
Cn1c(NC(=O)CC(C)(C)C)cc(=O)n(C)c1=O	-1.0	4	-0.4	-1.2	-3	4	-0.9	-11	0.9	0.6	-2
COCCNC(=O)C(=O)NCC1OCCN1S(=O)(=O)c1ccc(C)cc1 (centres undefined)	0.8	1	-1.4	-1.1	3	-1	3.7	3	-0.3	0.0	-2
COc1cccc(-c2nn(-c3ccccc3)cc2CN(C)C(C)c2ccncn2)c1 (centres undefined)	0.4	1	-4.2	-1.4	1	-4	-2.0	-2	-0.5	0.7	-6
OCC[C@@H]1C[C@@H](O)[C@H](O)[C@]2(Cc3ccccc3O2)O1	-0.1	1	-1.0	-1.1	0	2	1.4	7	-0.1	1.0	5
CCOC(=O)C1C(=O)NC(C)C1c1ccccc1 (centres undefined)	0.4	0	1.6	-1.1	7	2	-1.9	1	0.6	-1.3	1
COc1ccc(Cl)cc1-c1n[nH]c(=S)n1C1CCCCC1	1.5	-14	3.9	-0.5	-5	-21	1.5	29*	-0.7	0.2	12
CSc1nc2c(c(-c3ccccc3)c1C#N)CCC2	-3.8	-2	1.6	-1.5	6	-2	-2.1	-10	-0.1	0.5	2
Cc1ccc(NC(=O)CSc2nncc3ccccc23)cc1	2.0	-1	-0.1	-0.4	-1	0	-0.9	11	-0.2	1.5	1
COc1ccccc1N1CCN(CCCCOc2cccc3ccccc23)CC1	0.4	-3	-0.2	-1.0	-4	-6	0.0	5	0.0	0.0	-6
CC(=O)Nc1cccc(C(=O)N/N=C/c2cccnc2)c1	0.4	-1	3.9	-0.5	4	2	0.4	-8	0.3	1.9	0
CCN1C(=O)[C@@H]2[C@@H](c3ccc(SC4CCCCC4)cc3)N3CCC[C@@]3(C(=O)OC)[C@@H]2C1=O	1.8	0	-2.9	-0.7	1	0	-2.2	0	-0.3	0.2	-3
CCN1C[C@@H]2[C@@H]3C(=O)N(Cc4ccccc4)C(=O)[C@@H]3[C@](C)(C1=O)N2C(=O)c1ccc(F)cc1	-1.4	-1	1.8	-1.3	-1	-2	-1.1	0	-0.2	1.5	5
Cc1ccc(OCC(=O)N/N=C/C=C/c2ccco2)cc1C	3.8	-3	-0.9	-1.0	5	7	1.5	-5	0.0	-0.5	-18
C=CCOc1ccc2c(c1)C(=NO)c1cc(OCC=C)ccc1-2	8.0*	-15	1.9	-1.9	-4	-15	-0.6	9	-0.1	-1.4	-25
Cc1cccc(NC(=S)NC(NC(=O)OCc2ccccc2)C(Cl)(Cl)Cl)c1 (centres undefined)	-1.1	5	-1.4	-1.7	-2	3	-1.3	7	0.0	0.1	-12
COc1ccc(C2(CNC(=O)Cc3ccc(OC)c(OC)c3)CCCC2)cc1	0.5	-7	-1.5	-1.8	-4	-4	-1.8	0	-0.9	1.5	-4
O=C(Nc1ccon1)C12CC3CC(C1)CC(n1cnc([N+](=O)[O-])n1)(C3)C2	4.0	0	-1.7	-0.6	0	-7	-0.8	3	-0.4	-1.0	1
O=C(CN1C(=O)c2ccccc2S1(=O)=O)NCc1ccccc1Cl	0.2	0	-2.1	-1.0	0	2	-1.7	-11	-0.3	3.7	9
O=C(Nc1ccccc1F)Nc1ccccc1F	3.7	2	9.9	-0.9	1	1	1.4	-6	0.7	-1.0	-1
CCc1ccc(OC)c(S(=O)(=O)NCc2cccs2)c1	-0.7	-1	-0.2	-0.8	-1	4	0.3	-2	0.7	-0.2	-5
CN(C)c1nc(-c2cccs2)cc(C(F)(F)F)c1C#N	2.4	3	-1.5	-1.3	0	1	0.2	-71	-0.2	0.6	-3
O=C(N/N=C/c1ccc([N+](=O)[O-])o1)c1cc2ccccc2o1	-2.1	1	-12	-2.6	-9	-8	-5.4	-7	-4.7	-4.5	-6
Cc1cccc(NC(=O)NC2CC3CCC(C2)N3Cc2ccco2)c1 (centres undefined)	2.0	-2	-1.3	-0.6	0	8	0.8	1	0.1	0.9	-1
CC(=O)CC1c2cc(F)ccc2C=C(c2ccsc2)N1c1ccc(-c2cccnc2)cc1 (centres undefined)	.	0	-0.6	-1.8	0	3	1.5	-129	-0.9	.	-5
CCCCCSc1nnc(-c2cc(Br)ccc2N)c(=O)[nH]1	-0.6	1	0.4	-0.2	-4	-8	0.6	-13	-0.9	1.1	7
C=CCn1c(=O)c(C(=O)Nc2ncccc2C)c(O)c2ccccc21	0.4	2	-0.7	-1.0	-1	4	4.6	0	1.0	-0.2	8
